# bub3: NCI yeast anticancer drug screen, S. cerevisiae bub3 mutant strain; % growth inhibition at 50 µM; 78,000 compounds, 9.9% hits;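 note: 0% = growth of vehicle-only cultures of the same strain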
#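 Inhibition values come from growth of compound-treated mutant yeast normalised to vehicle-treated controls.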
# yeast rad50: NCI yeast anticancer drug screen, S. cerevisiae rad50 strain; % growth inhibition at 50 µM; 79,000 compounds, 10% hits;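 note: 0% = growth of vehicle-only cultures of the same strain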
#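 Cells are treated with compound, grown, and their growth is then scored against vehicle-only cultures of the same repair-deficient yeast strain.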
# yeast mec2-1: NCI yeast anticancer drug screen, S. cerevisiae mec2-1 strain | growth inhibition, % at 50 µM | 79,000 compounds, 9% hits | AID 157, 2004;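 note: 0% = growth of vehicle-only cultures of the same strain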
#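 Readout is yeast growth inhibition, normalised to vehicle-treated controls, in the mec2-1 strain exposed to compound.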
# cln2 rad14: NCI yeast anticancer drug screen, S. cerevisiae cln2 rad14 strain. growth inhibition, % at 50 µM. 78,000 compounds, 8.3% hits;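 note: 0% = growth of vehicle-only cultures of the same strain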
#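 cln2 rad14 yeast strain; compound exposure; growth inhibition read vs vehicle controls.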
# yeast sgs1 mgt1: NCI yeast anticancer drug screen, S. cerevisiae sgs1 mgt1 strain. % growth inhibition at 50 µM. 78,000 compounds, 10% hits. AID 161, 2004;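 note: 0% = growth of vehicle-only cultures of the same strain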
#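 Growth of a repair-deficient yeast mutant was monitored after compound treatment and expressed as inhibition relative to vehicle-treated cultures.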
# yeast mlh1 rad18: NCI yeast anticancer drug screen, S. cerevisiae mlh1 rad18 strain; % growth inhibition at 50 µM; 79,000 compounds, 11% hits; AID 175, 2004;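 note: 0% = growth of vehicle-only cultures of the same strain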
#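 Cells of a genetically altered yeast strain, deficient in DNA damage repair, were treated with compound. Their growth was then compared with that of vehicle-treated cultures to give inhibition.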
# The depositor's hits bear a star; x = no result given; & = joins results of further samples. Cut-off read from the data, not from the text of the source: active = growth inhibition above about 70%; inactive = the rest.
# Order of results: bub3, yeast rad50, yeast mec2-1, cln2 rad14, yeast sgs1 mgt1, yeast mlh1 rad18
CC(OCc1ccccc1)C(NC(=O)C1CSSCC(NC(=O)C(Cc2ccccc2)NC(=O)OCc2ccccc2)C(=O)NC(Cc2ccccc2)C(=O)NC(Cc2cn(C=O)c3ccccc23)C(=O)NC(CCCCNC(=O)OCc2ccccc2)C(=O)NC(C(C)OCc2ccccc2)C(=O)N1)C(N)=O (centres undefined)
  24, -11, 1, 21, -5, -3
[N-]=[N+]=Nc1ccccc1C(=O)N1C(=O)c2ccccc2C(=O)N(C(=O)c2ccccc2N=[N+]=[N-])c2ccccc21
  12, 1, 8, 0, 1, -6
CC12CCC(=O)N1c1ccccc1N2 (centres undefined)
  9, -8, 18, -5, 8, 1
C=C1C(=O)OC2CC1C(OC(C)=O)CC1(C)OC1CCC1(C)OC1CCC2(C)O (centres undefined)
  -10, -4, 0, -3, 1, -3
O=NN(CCO)c1nc2ccc(Cl)cc2c2ccccc12
  12, 13, -15, 7, 11, 16
CNc1ccc2[nH]c3ccccc3c2c1
  67, 90*, 63, 15, 81*, 83*
CCOc1ccc(/C=N/NC(=O)c2ccccc2N)cc1OC
  -16, -20, -12, -6, -12, -28
S=C(Nc1ccccc1)N1CCC(CCCC2CCN(C(=S)Nc3ccccc3)CC2)CC1
  -6, -9, -32, 0, -3, -4
O=C(Nc1ccc(Cl)c(Cl)c1)OCC1CC2C=CC1C2 (centres undefined)
  95*, 95*, 98*, 95*, 97*, 95*
N=C1C(=O)C(=N)c2ccccc2-c2ccccc21
  -37, -31, -49, 0, -15, -24
O=C1OCc2nc3c(c(-c4ccccc4C(F)(F)F)c21)C(=O)OC3
  -35, -40, -67, -1, -59, -39
CC(=O)COc1ccccc1-c1ccccc1
  9, 5, 9, -35, 5, -15
COC(=O)C1(CC(=O)/C=C/c2ccccc2)NC(=S)NC(=O)C1C#N (centres undefined)
  -20, 16, -4, 10, -8, 10
CCC(C)(O)c1cn(-c2cccc(S(=O)(=O)O)c2)nn1 (centres undefined)
  -9, -9, -10, 6, -8, -8
CCOC(=O)CN=C1Nc2ccccc2C(=O)N2CSCC12 (centres undefined)
  -55, -18, -45, -16, -29, -17
COC(=O)CCC(C)C1CCC2C3CCC4CC(SC(=N)N)CCC4(C)C3CC(O)C12C (centres undefined)
  99*, 99*, 100*, 99*, 100*, 99*
O=c1[nH]cc(/C=N\Nc2ccccc2)c(=O)[nH]1
  83*, 62, 52, 74*, 61, 84*
Cc1ccc(C)c(N=Nc2c(N)nc(N)[nH]c2=O)c1
  -3, 12, -18, -4, -21, -5
CC(=O)NC(CSCc1ccccc1)C(=O)NC(CSCc1ccccc1)C(=O)OCc1ccccc1 (centres undefined)
  -6, 9, -5, -8, -30, 2
COc1cc2c(cc1OC)C(C#N)(Cc1cccc3ccccc13)N(C(=O)c1ccccc1)C=C2 (centres undefined)
  3, 4, 8, -10, -17, 8
c1nnco1
  7, -4, 1, 6, -2, -18
CSC(SC)c1cc(C)no1
  -10, -11, 12, 35, -7, -9
CCCCOC(=O)C1C(=O)CC(c2ccccc2)C1c1ccccc1 (centres undefined)
  3, 7, 0, -28, 6, 6
O=C1c2ccccc2S(=O)(=O)N1Cc1ccccc1CN1C(=O)c2ccccc2S1(=O)=O
  -1, 3, 4, 20, -12, 18
C/C=C/C=C/C(=O)CCC1(C)OC(=O)C(C)=C1O (centres undefined)
  -3, -1, 0, -4, 2, 6
COC(=O)C(=Cc1c2ccccc2cc2ccccc12)C(=O)OC
  6, -7, -1, -35, -3, 4
CCC(=O)c1ccc(N=Nc2ccccc2)cc1
  5, -12, 13, 1, -14, -8
CCCC(=O)OCc1ccc(Cl)c(Cl)c1
  9, 22, 16, 8, 9, -4
c1ccc(CN2CCC(Nc3ccccc3)(c3nnnn3Cc3ccccc3)CC2)cc1
  -10, -23, -2, -1, 4, 12
COc1cc(C(=O)C(C)Br)cc(OC)c1OC (centres undefined)
  68, 3, 46, -23, 65, 62
CC[C@]12CCCN3CCc4c(n(c5ccccc45)C(=O)C1)[C@@H]32
  -26, -26, -23, 29, -49, 31
NC1=NOC(=O)C1c1ccccc1 (centres undefined)
  -10, -19, -45, 3, -10, -20
O=C(COc1ccccc1)NCc1ccc(Cl)cc1
  27, 2, 2, 7, 6, 22
N=C(N)c1ccc(Nc2ccc(C(=N)N)cc2)cc1
  98*, 91*, 86*, 72*, 90*, 91*
COc1cc(OC)c(SSCCCCS(=O)O)c(OC)c1
  -26, 11, 22, 45, 42, 41
CCNC(=S)NCCc1c[nH]c2ccccc12
  3, -57, -4, 0, -8, -37
Cc1ccc(N=C(N)NN=C(c2ccc(Cl)cc2)c2ccc(Cl)cc2)cc1
  97*, 66, 98*, 98*, 58, 50
CSC(/C=C/c1ccccc1)=Nc1ccccc1
  24, 3, 12, -22, -1, 15
S=c1[nH]c2cc(Cl)ccc2s1.[Zn+2]
  97*, 95*, 98*, 97*, 93*, 98*
CC(=O)N=Cc1c(O)[nH]c2ccccc12
  8, 37, 12, 7, 0, 0
CC(C)(C)NC1=NCCNC(c2ccccc2)=C1
  -31, -34, -52, -5, -19, -24
CCOP(=O)(O)C(c1ccccc1)c1ccccc1
  5, -2, 8, -11, 4, 7
O=C(N/C(=C\c1ccc2c(c1)OCO2)c1nc2ccccc2s1)c1ccccc1
  97*, 97*, 98*, 97*, 98*, 98*
O=[N+]([O-])c1ccc2c(c1)Cc1cccc([N+](=O)[O-])c1-2
  -6, 2, -2, -22, 0, 10
CC(=O)N(CN1C(=O)CCC1C(=O)O)c1cccc(O)c1 (centres undefined)
  -13, 8, 9, -6, -10, -67
O=S1(=O)c2ccccc2NC(c2ccc3ccccc3c2)CC1c1ccccc1F (centres undefined)
  -18, -25, -28, 5, -47, -14
CC(C)c1cccc(O)c1O
  90*, 87*, 89*, 86*, 82*, 87*
O=C(NCc1ccccc1)c1n[nH][nH]c1=O
  -3, 3, 6, -8, 12, 21
CC[N+](C)(CC)c1ccccc1
  -33, -4, -54, 0, -19, 1
CCCCN1C(=O)C(=O)N(c2ccccc2)C1=O
  2, 18, 33, 74*, 9, 17
Cc1cc(C)cc(C(=N)c2ccccc2Cc2cccc3ccccc23)c1
  12, 20, -1, 27, 29, 43
CC(=O)OC1CCC2(C)C(CCC3C4CCC(OC(C)=O)C4(C)CCC32)O1 (centres undefined)
  11, 36, 15, 15, 44, 24
Nc1nc(N)c2[nH]c(CNc3ccc(C(=O)O)cc3)nc2n1
  -43, -16, -35, 30, -38, -6
COc1ccc(C2C(=O)c3ccc(OC)cc3OC2c2ccccc2)cc1 (centres undefined)
  43, -7, 6, -7, 21, 7
CC(=O)O[C@@H]1[C@@H](O)[C@H]2O[C@@H]3C=C(C)CC[C@]3(CO)[C@]1(C)[C@@]21CO1
  9, -11, -23, -12, 5, 92*
CC1OC1C1OC2C3CC(C2O1)C1OC31 (centres undefined)
  -6, -2, 4, -37, -14, 2
CC(=O)N1CCOC12CCN(Cc1ccccc1)CC2
  x, -7, 1, x, x, -6
O=C(O)CCC(=O)Nc1ccc(Cl)cc1
  5, 8, 6, -16, 0, 6
CCCc1[nH]n(-c2cccc([N+](=O)[O-])c2)c(=O)c1N=Nc1ccc(Cl)cc1
  -2, 41, 24, 21, 22, 27
C[N+](C)(C)Cc1c(CC(O)(c2ccccc2)c2ccccc2)ccc2ccccc12
  -4, 28, 7, 17, 17, 10

# Continued:
# Order of results: bub3, yeast rad50, yeast mec2-1, cln2 rad14, yeast sgs1 mgt1, yeast mlh1 rad18
N=c1nc2ccc3ccccc3c2nn1-c1ccc([N+](=O)[O-])cc1
  19, 88*, 16, -5, 14, 27
OCC1CC2CC1C1(C2)OCCO1 (centres undefined)
  3, 1, 7, 6, 4, 2
Nc1[nH][nH]c(=O)c1N=Nc1ccccc1
  8, -8, -9, -7, -1, 5
Cc1ccc([N+](=O)[O-])cc1N1CCNC1=O
  9, 8, -17, -63, -12, -22
C/C(=N/NC(N)=O)C1=CCCCC1
  1, -7, 7, 4, 6, 7
C1CCSCCCCSCCCCSCCCCSC1
  17, 20, 18, 6, 23, 36
Cc1nc2c(Cl)cc(Cl)cc2c2c1-c1ccccc1C2=O
  17, -1, -25, -34, -9, -16
CC1SC2=NC3=C(c4ccccc4C3=O)C(c3ccc(Cl)cc3)N2C1=O (centres undefined)
  52, 59, 34, 56, 73*, 53
CC(=O)/C=C/CCC(=O)/C=C/C(=O)OC(CCC(=O)/C=C/C(=O)O)CC(C)=O (centres undefined)
  -24, -5, -30, 19, -18, -6
O=C1/C(=C/c2ccc(Cl)cc2)CCC1CN1CCOCC1 (centres undefined)
  91*, 90*, 92*, 92*, 89*, 92*
CCCCCCCCCCCC(=O)CCCCCCCCCCCC(=O)OC
  45, 2, 15, 14, 17, -2
COC(=O)C(C)(C)NC(=O)C(C)(C)NC(=O)C(CC(=O)OC(C)(C)C)NC(=O)OC(C)(C)C (centres undefined)
  -18, -29, -16, -7, -21, -29
CC(C)C1OC23CCCCC2C(C#N)(C#N)C1(C#N)C(=N)O3 (centres undefined)
  -26, 10, 15, -23, -21, 11
CCOC(=O)c1ccc(S(N)(=O)=O)cc1
  8, 4, 2, -17, -11, -1
N#C/C=C\c1ccc(-c2cc(C(F)(F)F)cc(C(F)(F)F)c2)o1
  11, -49, -23, 4, -42, -58

# Six entries picked at random from the list so far:
# Order of results: bub3, yeast rad50, yeast mec2-1, cln2 rad14, yeast sgs1 mgt1, yeast mlh1 rad18
CCOC(=O)c1ccc(S(N)(=O)=O)cc1
  8, 4, 2, -17, -11, -1
OCC1CC2CC1C1(C2)OCCO1 (centres undefined)
  3, 1, 7, 6, 4, 2
CC(C)C1OC23CCCCC2C(C#N)(C#N)C1(C#N)C(=N)O3 (centres undefined)
  -26, 10, 15, -23, -21, 11
CC1SC2=NC3=C(c4ccccc4C3=O)C(c3ccc(Cl)cc3)N2C1=O (centres undefined)
  52, 59, 34, 56, 73*, 53
N#C/C=C\c1ccc(-c2cc(C(F)(F)F)cc(C(F)(F)F)c2)o1
  11, -49, -23, 4, -42, -58
CC(=O)/C=C/CCC(=O)/C=C/C(=O)OC(CCC(=O)/C=C/C(=O)O)CC(C)=O (centres undefined)
  -24, -5, -30, 19, -18, -6

# Remaining list, next part.
# Order of results: bub3, yeast rad50, yeast mec2-1, cln2 rad14, yeast sgs1 mgt1, yeast mlh1 rad18
CCCOCC(O)CNCCNCC(O)COCCC (centres undefined)
  -4, 4, -3, -34, 8, 7
Cc1nc2nc(N)nnc2c(=O)[nH]1
  -2, -7, 3, -14, -19, 0
Nc1c(Cl)ncnc1Nc1cccc(C(F)(F)F)c1
  42, 10, 38, 10, 53, 66
COc1cc(O)c2c(=O)c3cccc(C)c3[nH]c2c1
  63, 3, 55, 49, 46, 70*
O=C(C[n+]1cc(Br)cc2ccccc21)c1ccc(Br)cc1
  16, 42, 17, 30, 29, 43
Cn1ncc2c(=S)nc[nH]c21
  3, -15, -5, -18, -2, -14
CC(=O)Nc1ccccc1-c1ccccc1
  -3, -12, 3, -26, -13, -5
COc1ccccc1NC(=O)CC(=O)NN
  -2, 0, 2, -25, -4, 1
CSc1cc(Cl)c(C)cc1S(=O)(=O)n1cc[nH]c1=O
  -4, -2, 1, 0, 3, 17
COc1cccc2c1C(=O)c1c(O)c3c(c(O)c1C2=O)CC(O)(C(=O)CO)CC3OC1CC(N)C(I)C(C)O1 (centres undefined)
  84*, 90*, 89*, 87*, 86*, 91*
O=C(O)C1CC=CCC1C(=O)Nc1cccc(O)c1 (centres undefined)
  -40, -17, -31, 39, -52, 6
CCOC(=O)C1=C(C)NC(=O)NC1c1ccc(N(C)C)cc1 (centres undefined)
  31, 23, -4, 22, 23, 29
OC(CBr)C(O)C(O)C(O)CBr (centres undefined)
  0&-11, 17&14, -4&8, -9&9, -11&4, -12&-13
CC1CC(C)(C)OB(OC(C)CC(C)(C)OB2OC(C)CC(C)(C)O2)O1 (centres undefined)
  18, 10, 16, 83*, 23, -33
NC(CCCNc1nc(O)c(-c2ccccc2)c(=O)[nH]1)C(=O)O (centres undefined)
  -10, -13, -24, -44, -11, -4
Cc1ccc(C)c(NC(=O)Oc2ccc(Cl)c(C)c2)c1
  -1, -13, -3, -25, -8, -12
COC1OC2=CCC3C(=O)NC(=O)C3C2[C@H](OCc2ccccc2)C1OCc1ccccc1 (some centres undefined)
  99*, 98*, 100*, 94*, 99*, 99*
CCOc1c[n+](C)c(/C=C/c2ccccc2)s1
  0, 3, -12, -9, -3, -21
OCC1OC(n2cnc3c2NC=NC[C@H]3O)CC1O (some centres undefined)
  -7, -11, -32, 3, -4, -4
C[N+](C)(C)CCOC(=O)/C=C/c1cnc[nH]1
  6, 10, 11, 24, 38, 16
C1CNCCNCCN1
  26, 8, -1, 21, 10, -4
Cc1cccc(C)c1NC(=O)Nc1cccc(C(F)(F)F)c1
  -8, -16, -29, -22, -15, -18
